# High-throughput results (PubChem BioAssay)
# ARNT TACC3 PPI: disruptors of ARNT/TACC3 protein interaction, primary screen, biochemical, AlphaScreen, single concentration; AlphaScreen His-ARNT PAS-B/GST-TACC3 binding, luminescence; TACC3 fragment carries E629A point mutation; Transforming acidic coiled-coil-containing protein 3 (Homo sapiens), Q9Y6A5; inhibition, % at 9.99 µM; 390,000 tested, 0.66% active; AID 623870, 2012;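 active means mean inhibition of replicates at least 50% and at least half of replicates each reaching 50%; inconclusive means half or more replicates reach 50% but mean below 50%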;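 further: 0% = complete ARNT plus TACC3 wells and 100% = ARNT alone without TACC3; many hits fall short of the cut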
# PAX8 reporter: inhibitors of PAX8-driven TPO luciferase reporter, primary screen, RMG-I cells, single concentration. inhibition, % at 12.6 µM. 360,000 tested, 1.2% active. SteadyGlo, 24 h;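 active means mean replicate inhibition at least 60% with every replicate also reaching 60%; inconclusive means only one of the two criteria is met; inactive means mean below 60% and not all replicates reaching 60%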;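 further: luciferase light reporting Pax8 driven TPO promoter activity; plate controls were median of neutral control wells for no effect and mitoxantrone controls for full effect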
# PglD DTNB: C. jejuni PglD acetyltransferase inhibitors, primary screen, biochemical, DTNB colorimetric, single point; purified PglD enzyme, DTNB colorimetric CoA detection; inhibition, % at 12.5 µM; UDP-N-acetylbacillosamine N-acetyltransferase PglD (Campylobacter jejuni); AID 602405, 2012; 360,000 tested, 0.098% active; in the data active means inhibition above about 16%, passing the limit was not always enough; inconclusive means no clear call, values can overlap the other calls; further: strong numbers were not always called active
# C2C12 statin: suppressors of statin myotoxicity in C2C12 myotubes, primary screen, cell-based, single point, plate reader; rescue of ATP level, % at 7.49 µM; 330,000 tested, 0.78% active; C2C12 myotubes + simvastatin, ATP luminescence, 48 h; scaled: DMSO 0, geranylgeraniol control 100;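 active means mean ATP rescue above about 67%, or every replicate alone reaching that limit, limit read from the data, passing the limit was not always enough; inconclusive means no clear call, values can overlap the other calls; inactive means mean under the limit and some replicate under it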;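 further: myotubes were challenged with 10 µM simvastatin during compound exposure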
# LGR2 inh: inhibitors of bursicon-induced LGR2 CRE-luciferase signal, primary screen, cell-based, HEK293, CRE-luciferase reporter, bursicon stimulation. bursicon-stimulated, 4 h. inhibition, % at 9.99 µM. 380,000 tested, 0.35% active. AID 720647, 2013;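 active means drop in luminescence signal, shown as inhibition above about 50% in the replicate tests, limit read from the data, passing the limit was not always enough; inconclusive means probably only some replicates passing the limit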;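 further: agonist challenge used bursicon conditioned medium at about half maximal strength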
# PGC1a acetyl inh: inhibitors of PGC1a acetylation signal, primary screen, cell-based, U2OS, AlphaScreen, inhibitor mode; AID 651687, 2012; 350,000 tested, 0.17% active; AlphaScreen anti-acetyl-lysine; with virally co-expressed GCN5 acetyltransferase; inhibition, % at 15.6 µM;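 active means every replicate shows inhibition of at least 40%; inconclusive means mean inhibition at least 40% but some replicate below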;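 further: 0% = neutral control wells and 100% = positive control wells; some results beyond the cut were filed as inactive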
# INS-1E GSIS act: GLuc luminescence reporter in INS-1E cells, primary screen for activators of glucose-dependent secretion of insulin; INS-1E GLuc reporter insulin secretion, 2-3 h; AID 743287, 2014; activation, % at 16.6 µM; 370,000 tested, 0.61% active;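 active means lowest replicate activation of at least 40%, so every replicate reaches that level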;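 further: 0% = median of neutral control wells and 100% = median of IBMX positive control wells; some compounds called inactive have numbers as strong as hits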
# Cneo AK release: Cryptococcus neoformans cell lysis inducers, primary screen, AK release luminescence, single concentration; C. neoformans lysis, adenylate kinase release luminescence, 4 h; normalised: neutral wells 0, clomiphene wells 100; lysis activity, % at 15 µM; 360,000 tested, 0.2% active;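 active means mean lysis activity across replicates of at least 80%, whatever share of replicates individually reach that level; inactive means mean lysis activity below 80%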
#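 Material: C. neoformans cells; Schedule: 4 h static compound exposure, 37 °C, read 1 h post-reagent; Measured by: adenylate kinase release luminescence; Read-out: signal increase indicating cell lysis; Controls: Clomiphene as positive lysis control.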
# An asterisk follows results filed as active; ? = inconclusive; · = no result given.
[1] Cc1cc(NC(=O)COC(=O)/C=C/c2ccc(C)o2)no1
[2] COc1ccc(-c2cnc(SCC(=O)Nc3ccc4c(c3)OCO4)n2Cc2ccco2)cc1
[3] CCN(c1ccccc1)S(=O)(=O)c1ccc(C(=O)NCC2(N(C)C)CCCCC2)cc1
[4] CC1=NN(C(N)=S)C(=O)C1N=Nc1ccc(F)cc1 (stereo unspecified)
[5] OCCNCc1cccc(OCc2ccccc2Cl)c1
[6] COc1cccc(-c2ccc3c(c2)[C@H]2[C@H](CCN2C(=O)CC2CC2)[C@H](CO)N3C)c1
entry no.,1,2,3,4,5,6
ARNT TACC3 PPI,0,·,3,5,-6,-2
PAX8 reporter,-5,1,0,-81,6,-12
PglD DTNB,-5,-1,-3,-4,·,-1
C2C12 statin,-5,·,-1,-12,·,18
LGR2 inh,-13,·,5,-29,6,-22
PGC1a acetyl inh,5,-3,-10,5,1,-5
INS-1E GSIS act,-8,·,-9,0,2,-2
Cneo AK release,1,0,3,1,·,-13

[7] COC(=O)c1cc2ccsc2n1CC(=O)N(C)c1ccccc1
[8] C[C@H](CO)N1C[C@H](C)[C@@H](CN(C)C(=O)Nc2ccc3c(c2)OCO3)OCc2ccccc2-c2c(n(C)c3ccccc23)C1=O
[9] C[C@H]1CN([C@@H](C)CO)C(=O)c2cccc(NC(=O)Nc3ccc4c(c3)OCO4)c2O[C@H]1CN(C)S(=O)(=O)c1ccccc1
[10] C(=N\n1cnnc1)/c1cccc(OCCOc2ccccc2)c1
[11] Cc1ccc(-c2ccc([C@H]3[C@H](CO)N4C(=O)CN(S(=O)(=O)c5cccc(F)c5)C[C@@H]34)cc2)cc1
[12] COc1ccc(OC)c2sc(N3CCN(C(=O)c4ccc5ncsc5c4)CC3)nc12
entry no.,7,8,9,10,11,12
ARNT TACC3 PPI,35,-20,-6,11,·,-2
PAX8 reporter,·,-22,-8,·,-23,6
PglD DTNB,-3,3,-1,-1,·,4
C2C12 statin,36,·,20,0,·,15
LGR2 inh,·,4,1,·,-5,-14
PGC1a acetyl inh,1,-16,-8,-6,6,·
INS-1E GSIS act,·,21,-14,·,-6,1
Cneo AK release,0,-6,-53,2,·,-1

[13] O=C1CNC[C@H]2[C@H](c3ccc(C4=CCCCC4)cc3)[C@H](CO)N12
[14] COCCn1c(N)c(Sc2ccc(C)cc2)c(=O)[nH]c1=O
[15] CCCCCOc1ccc(/C=N/NC(=O)c2nnn(-c3nonc3N)c2CN2CCCCCC2)cc1
[16] C[C@@H]1CCCCO[C@@H](CN(C)Cc2ccc3c(c2)OCO3)[C@H](C)CN([C@H](C)CO)C(=O)c2cc(NC(=O)Nc3ccc4c(c3)OCO4)ccc2O1
[17] COCC(=O)N(C)C[C@@H]1Oc2ncc(-c3cccc(OC)c3)cc2C(=O)N([C@@H](C)CO)C[C@@H]1C
[18] Cc1cc(C)cc(OCc2nnc(SCC(=O)N3CCCCC3)o2)c1
entry no.,13,14,15,16,17,18
ARNT TACC3 PPI,·,-2,·,20,-4,4
PAX8 reporter,3,-6,-11,15,·,1
PglD DTNB,·,2,0,3,3,1
C2C12 statin,·,-1,11,·,43,10
LGR2 inh,0,12,-11,-11,-4,5
PGC1a acetyl inh,3,·,6,-8,-3,·
INS-1E GSIS act,0,13,-15,-35,34,9
Cneo AK release,·,3,-1,0,1,-3

[19] CN(C1=NS(=O)(=O)c2ccccc21)c1ccc(OC(=O)c2ccccc2)cc1
[20] CCOC(=O)Cc1nnc(NC(=O)CCc2ccccc2)s1
[21] CN1C(=O)c2cc(NC(=O)Nc3ccccc3Cl)ccc2OC[C@@H]2O[C@@H](CC(=O)NCCCN3CCOCC3)CC[C@H]21
[22] CCC(C)NS(=O)(=O)c1ccc(OCC(=O)NCc2ccco2)cc1 (stereo unspecified)
[23] CCC(=O)N(C)C[C@@H]1Oc2cc(C#CC(C)(C)O)ccc2S(=O)(=O)N([C@H](C)CO)C[C@H]1C
[24] COc1ccc(C(OC(=O)c2ccco2)C(=O)NC(C)(C)C)cc1 (stereo unspecified)
entry no.,19,20,21,22,23,24
ARNT TACC3 PPI,5,-1,·,1,-5,-4
PAX8 reporter,-5,-2,8,·,·,1
PglD DTNB,-1,·,·,2,-7,3
C2C12 statin,5,·,-11,-5,-9,6
LGR2 inh,4,12,-1,·,-16,13
PGC1a acetyl inh,18,·,·,2,-12,9
INS-1E GSIS act,6,0,8,·,19,-3
Cneo AK release,0,·,·,2,103*,-1

[25] COc1ccc(NC(=O)Nc2ccc3c(c2)C(=O)N([C@@H](C)CO)C[C@@H](C)[C@H](CN(C)Cc2ccc(C(F)(F)F)cc2)O3)cc1
[26] Cc1nn(CC(=O)Nc2cc(S(=O)(=O)N3CCOCC3)ccc2Cl)c(C)c1[N+](=O)[O-]
[27] O=C([C@@H]1[C@@H](CO)[C@@H]2Cn3c(cccc3=O)[C@@H]2N1CC1CCCC1)N1CCc2ccccc2C1
[28] Cc1cccc(NC(=O)CSc2ccc(-c3ccc4c(c3)OCO4)nn2)c1C
[29] OC[C@H]1Nc2ccc(-c3cccc(F)c3)cc2[C@@H]2[C@H]1CCN2Cc1ccncc1
[30] C[C@@H]1CN([C@H](C)CO)C(=O)c2cccc(NC(=O)Nc3ccc4c(c3)OCO4)c2O[C@@H]1CN(C)S(C)(=O)=O
entry no.,25,26,27,28,29,30
ARNT TACC3 PPI,5,2,12,0,24,2
PAX8 reporter,91*,3,·,·,-3,·
PglD DTNB,0,0,3,1,-7,5
C2C12 statin,-10,-2,-11,·,-25,·
LGR2 inh,-1,8,3,1,2,7
PGC1a acetyl inh,11,-2,·,·,6,9
INS-1E GSIS act,6,1,17,94*,3,10
Cneo AK release,14,1,-1,5,-19,-1

[31] O=C(NCCOc1ccccc1)c1n[nH]c(=O)c2ccccc12
[32] CN1CCCC(C#CC(O)(c2ccccc2)c2ccccc2)C1 (stereo unspecified)
[33] CO[C@@H]1CN(C)C(=O)c2cc(NC(=O)C3CCCCC3)ccc2OC[C@H](C)N(Cc2cccnc2)C[C@H]1C
[34] Cc1ccc(Cl)cc1N1CCN(S(=O)(=O)c2c(C)[nH]c(=O)[nH]c2=O)CC1
[35] CC(=O)N1CCc2cc(S(=O)(=O)CCC(=O)N3CCC(C)CC3)ccc21
[36] COc1ccc(NC(=O)N(C)C[C@H]2Oc3ccc(NS(C)(=O)=O)cc3CC(=O)N([C@@H](C)CO)C[C@@H]2C)cc1
entry no.,31,32,33,34,35,36
ARNT TACC3 PPI,-2,-7,-13,-17,-5,-4
PAX8 reporter,·,-24,4,11,-14,4
PglD DTNB,9,·,-1,1,-9,-2
C2C12 statin,-5,·,10,-2,-5,-8
LGR2 inh,·,23,-11,·,-8,-1
PGC1a acetyl inh,12,·,·,8,2,7
INS-1E GSIS act,6,9,-17,·,-17,-14
Cneo AK release,-1,·,-2,0,-3,0

[37] CSc1nnc(Cn2c(=O)sc3ccccc32)n1-c1ccccc1
[38] Cc1c(NC(=S)NC(=O)CSc2ccc(Cl)cc2)cccc1C(=O)O
[39] Cc1ccc(C(=O)C2C(c3ccc(-c4ccccc4[N+](=O)[O-])o3)NC(=O)NC2(O)C(F)(F)F)cc1 (stereo unspecified)
[40] O=C(O)c1ccccc1C(=O)Nc1n[nH]c(=S)s1
[41] CCN1CCN(c2ccc(S(=O)(=O)N3CCCCC3)cc2NC(=O)COc2ccc(Cl)c(C)c2)CC1
[42] O=C(NC1CCCCC1)C(c1ccccn1)N(C(=O)c1csnn1)C1CCCCC1 (stereo unspecified)
entry no.,37,38,39,40,41,42
ARNT TACC3 PPI,4,-3,·,-4,5,7
PAX8 reporter,19,13,·,·,21,-10
PglD DTNB,-1,5,1,5,7,·
C2C12 statin,-7,-2,·,23,-5,·
LGR2 inh,10,-8,3,8,10,9
PGC1a acetyl inh,·,·,-4,11,-1,-5
INS-1E GSIS act,21,-2,-19,-8,10,-10
Cneo AK release,-1,-1,0,1,9,·

[43] CCOc1cc(C(=O)N(CC)CC(=O)Nc2c(F)cccc2F)ccc1OCC(=O)N1CCOCC1
[44] CC(=O)NS(=O)(=O)c1ccc(N=c2ssc3c2-c2cc(C)ccc2NC3(C)C)cc1
[45] Cc1nc(C(=O)NNC(=O)c2cccc(Cl)c2)c(C(F)(F)F)o1
[46] Cc1cc(=O)oc2c(C)c(OCC(=O)NCCc3ccc(S(N)(=O)=O)cc3)ccc12
[47] C[C@@H]1CCCCO[C@H](CN(C)S(=O)(=O)c2ccccc2)[C@@H](C)CN([C@@H](C)CO)C(=O)c2cc(NC(=O)c3ccccc3)ccc2O1
[48] CCOCCCn1cc(C(=O)c2cc(Br)ccc2O)cc(C#N)c1=O
entry no.,43,44,45,46,47,48
ARNT TACC3 PPI,0,10,-8,-10,3,1
PAX8 reporter,·,15,-5,-2,-4,0
PglD DTNB,9,10,-5,5,5,·
C2C12 statin,-3,-21,·,15,·,·
LGR2 inh,·,16,12,18,-15,-21
PGC1a acetyl inh,-4,2,2,-1,2,11
INS-1E GSIS act,·,-9,6,19,-32,18
Cneo AK release,·,0,-6,2,57,·

[49] Cc1ccc2c(c1)C(=NC1CCCCC1)c1cc3ccccc3nc1-2
[50] Cc1cc(Nc2ccccc2)nc(N2CCN(C(=O)c3ccc4c(c3)OCO4)CC2)n1
[51] CCOc1cc(N2CCOCC2)c(OCC)cc1NC(=O)Cc1ccc(OC)c(OC)c1
[52] CCN(CC)S(=O)(=O)c1ccc(C)c(NC(=O)COC(=O)[C@@H]2CCCN2C(=O)c2cccs2)c1
[53] O=S(=O)(c1ccc(F)cc1)N1CC[C@@H]2[C@H]1c1cc(C#CC3CCCCC3)ccc1N[C@@H]2CO
[54] NC(=O)c1ccc(NC(=O)COC(=O)C2CC(=O)N(Cc3ccccc3)C2)cc1 (stereo unspecified)
[55] C[C@H](CO)N1C[C@H](C)[C@H](CN(C)C(=O)Nc2ccc(C(F)(F)F)cc2)Oc2ccc(NS(C)(=O)=O)cc2C1=O
[56] COCCNC(=O)c1cn(C)c2ccc(S(=O)(=O)N(C)C3CCCCC3)cc2c1=O
entry no.,49,50,51,52,53,54,55,56
ARNT TACC3 PPI,5,-5,-17,-9,·,-2,-7,-20
PAX8 reporter,-44,6,·,0,6,-17,-14,13
PglD DTNB,·,-2,3,·,·,0,-1,6
C2C12 statin,·,-24,40,·,·,16,-27,-4
LGR2 inh,-13,17,-30,-17,5,7,15,?
PGC1a acetyl inh,·,-3,-4,·,-13,-16,3,·
INS-1E GSIS act,5,-11,3,-1,4,7,-12,-17
Cneo AK release,·,-1,-2,·,·,0,3,-1
